Fh CTSL1 inh – blocks F. hepatica cathepsin L1 in PFM18AAP counter-screen | inhibition, % at 5.96 µM | hit rate 0.49% among 300,000 | recombinant F. hepatica cathepsin L1, Z-Leu-Arg-MCA fluorescence;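 active = inhibition above the mean of all tested compounds plus 3 SD, set per screening campaign, cut at about 17% in these data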;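 note: 0% = plate median of test compound wells and 100% = 1 µM Z-Phe-Ala-diazomethylketone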
ZTA counter – counter-screen for EBNA-1 inhibitors: inhibitors of Epstein-Barr virus ZTA; inhibition, % at 11 µM; P03206; AID 2234; hit rate 0.15% among 320,000; ZTA-DNA binding, fluorescence polarization; in the data active = inhibition above about 33%
Target sequence (P03206 whole entry, looked up): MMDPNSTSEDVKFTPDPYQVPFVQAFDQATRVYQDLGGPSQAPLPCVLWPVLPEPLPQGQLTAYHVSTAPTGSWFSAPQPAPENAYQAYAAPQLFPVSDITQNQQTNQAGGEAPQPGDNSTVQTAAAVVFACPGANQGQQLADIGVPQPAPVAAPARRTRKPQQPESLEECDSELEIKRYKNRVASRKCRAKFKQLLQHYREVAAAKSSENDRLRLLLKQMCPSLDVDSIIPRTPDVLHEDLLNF
TPT1 inhibitor – blocks Candida albicans tRNA 2'-phosphotransferase. hit rate 0.81% among 300,000. AID 1962. recombinant caTPT1, FP RNA substrate dephosphorylation. inhibition, % at 5 µM;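 active = inhibition above the mean of all tested compounds plus 3 SD, set per screening campaign, cut at about 24% in these data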;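 note: plate controls were DMSO alone for no effect and ferristatin control at 100 nM for full effect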
PP5 primary – PP5 (human) phosphatase inhibition; P53041; purified PP5c, OMFP substrate fluorescence; inhibition, % at 6.7 µM; hit rate 0.18% among 320,000;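 active = inhibition above the campaign's mean inhibition across all tested compounds plus 3 SD, cut at about 9.5% in these data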;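 note: 0% = DMSO only and 100% = 100 µM cantharidin control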
Target sequence (P53041 whole entry, looked up): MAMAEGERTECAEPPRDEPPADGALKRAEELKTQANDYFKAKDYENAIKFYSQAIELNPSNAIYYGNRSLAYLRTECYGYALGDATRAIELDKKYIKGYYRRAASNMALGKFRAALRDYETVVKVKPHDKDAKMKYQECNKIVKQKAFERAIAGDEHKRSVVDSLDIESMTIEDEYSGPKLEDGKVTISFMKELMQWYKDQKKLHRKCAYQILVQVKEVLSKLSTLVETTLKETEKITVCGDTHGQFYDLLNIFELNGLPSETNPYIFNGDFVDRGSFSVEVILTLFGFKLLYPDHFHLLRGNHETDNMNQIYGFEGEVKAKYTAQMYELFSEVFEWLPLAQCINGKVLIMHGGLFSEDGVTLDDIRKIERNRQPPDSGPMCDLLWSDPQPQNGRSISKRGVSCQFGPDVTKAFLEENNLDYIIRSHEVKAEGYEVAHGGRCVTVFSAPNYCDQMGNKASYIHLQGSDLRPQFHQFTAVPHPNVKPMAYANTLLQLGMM
Efflux pump inh – inhibitors of Candida antifungal efflux pumps expressed in yeast | S. cerevisiae Candida pump triplex, Nile Red efflux | AID 485275 | inhibition, % at 10 µM | hit rate 0.44% among 330,000;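 active = plate passing quality check with inhibition over a set limit, or well fluorescence over plate mean plus 4 SD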;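 note: Nile Red retained in pooled yeast measured as flow cytometry median fluorescence; 0% = buffer negative control and 100% = Enniatin B positive control; higher means more Nile Red kept so more efflux inhibition; some compounds called inactive have numbers as strong as hits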
HCV core dimer – HCV core protein dimerization inhibition. AID 1899. hit rate 0.33% among 300,000. TR-FRET GST/Flag-core106 dimerization, 1536-well. inhibition, % at 5 µM;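 active = inhibition above the mean of all tested compounds plus 3 SD, set per screening campaign, cut at about 45% in these data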
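System – GST-tagged and Flag-tagged HCV core protein residues 1-106 · Repeats – one well for each compound · Technique – TR-FRET 671 and 617 nm emission · Doses – one concentration, 5 µM, in 0.5% DMSO · Times – 4 h, 22.5 °C incubation · Also added – Eu donor and XL665 acceptor anti-tag antibodies · Measure – percent inhibition of core106 dimerization signal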
PP1 inh – blocks human PP1-alpha phosphatase, a PP5 counter-screen; hit rate 0.9% among 320,000; purified PP1alpha, OMFP fluorescence; P62136; inhibition, % at 6.7 µM;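 active = inhibition above the mean inhibition of all tested compounds plus 3 SD, computed separately for each screening campaign, cut at about 15% in these data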
Target sequence (P62136 whole entry, looked up): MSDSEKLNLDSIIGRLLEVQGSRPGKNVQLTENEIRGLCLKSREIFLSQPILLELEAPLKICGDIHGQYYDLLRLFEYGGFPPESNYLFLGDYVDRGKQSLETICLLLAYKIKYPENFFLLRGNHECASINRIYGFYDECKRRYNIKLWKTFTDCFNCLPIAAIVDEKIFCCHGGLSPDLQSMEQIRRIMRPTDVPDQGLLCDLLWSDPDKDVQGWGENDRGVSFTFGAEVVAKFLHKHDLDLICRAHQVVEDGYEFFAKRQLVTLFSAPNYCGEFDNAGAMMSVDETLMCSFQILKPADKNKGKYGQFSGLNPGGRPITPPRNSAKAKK
EBNA-1 inhibitor – blocks EBNA-1 binding to DNA. inhibition, % at 14.8 µM. AID 1950. hit rate 0.34% among 300,000. EBNA-1 DNA binding, fluorescence polarization; in the data active = inhibition above about 28%
PREPL inhibitor – inhibits the human prolyl oligopeptidase-like enzyme | recombinant PREPL, fluorescence polarization activity-based probe | Q4J6C6 | inhibition, % at 5.96 µM | hit rate 0.68% among 320,000 | AID 2751; in the data active = inhibition above about 43%;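 note: 0% = enzyme with DMSO and 100% = wells lacking enzyme; many of its hits are not listed in these tables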
Active calls of the source: *; / = no result given.

Compound	ZTA counter	EBNA-1 inhibitor	TPT1 inhibitor	PP1 inh	PP5 primary	PREPL inhibitor	Efflux pump inh	Fh CTSL1 inh	HCV core dimer
Cc1cccc(NC(=O)CSc2nnc(C)n2Cc2ccccc2)c1	-17	-9	1	2	1.6	0	0.1	2	-1
COC(=O)Cn1c(=O)c(C(=O)CCl)c(N)n(Cc2ccccc2)c1=O	-2	-3	-4	-4	-1.9	-6	-0.1	1	-1
Cc1cc(C)cc(NS(=O)(=O)c2cc(C(=O)NCc3ccccn3)ccc2Cl)c1	6	-11	6	-4	0.8	-6	0.0	-2	-3
CCOC(=O)c1[nH]c(C)c(C(=O)OCC(=O)NCc2ccc(OC)c(OC)c2)c1C	-2	/	/	-1	1.4	1	0.0	/	/
COc1cc(C(=O)NCC2CCCN2S(=O)(=O)c2cccs2)cc(OC)c1OC (centres undefined)	-11	-7	0	-3	-0.4	-2	0.3	-4	3
CC(C(=O)N1CCN(c2ccccc2F)CC1)c1ccc([N+](=O)[O-])cc1 (centres undefined)	-13	-6	0	9	4.1	-64	0.5	-4	2
COc1ccc(CNC(=O)C(C)N(C)Cc2cccc(F)c2)cc1 (centres undefined)	15	13	-2	-2	-1.7	-9	0.0	-1	-4
O=C(NCCc1ccncc1)C12CC3CC(CC(C3)C1)C2	-3	-1	-2	-2	3.6	-4	-0.1	0	3
COc1ccc(/C=C\c2nc(O)c([N+](=O)[O-])c(=O)[nH]2)cc1O	-4	-6	-2	-1	2.5	1	-0.2	4	8
O=C(CNC(=O)c1ccco1)NCC(=O)OCc1ccc(Cl)cc1Cl	-2	-5	-1	-5	-0.3	-8	0.7	-13	7
Cc1ccccc1N/N=C/c1ccc(N2CCOCC2)cc1	-6	3	1	-1	0.0	19	-0.1	0	6
N=c1n(CCN2CCOCC2)c2ccccc2n1Cc1ccccc1Br	5	-5	0	-3	1.3	34	0.2	-1	0
CC1CCCC(C)N1S(=O)(=O)c1ccc(NC(=O)CNC2CCCC2)cc1 (centres undefined)	2	-8	-12	2	-1.4	2	0.7	-2	-9
CCCOc1ccc(C(=O)NC2CCSc3ccccc32)cc1 (centres undefined)	-7	2	-1	4	-1.2	15	-0.2	-11	-11
CC(C)c1nnc(NC(=O)C2CCCN2C(=O)Nc2ccc(F)cc2)s1 (centres undefined)	-14	-7	-6	-2	3.1	9	0.0	-3	-4

Reformatted: entries from further up
Below each compound – ZTA counter, EBNA-1 inhibitor, TPT1 inhibitor, PP1 inh, PP5 primary, PREPL inhibitor, Efflux pump inh, Fh CTSL1 inh, HCV core dimer
- CCCOc1ccc(C(=O)NC2CCSc3ccccc32)cc1 (centres undefined)
    -7, 2, -1, 4, -1.2, 15, -0.2, -11, -11
- COc1cc(C(=O)NCC2CCCN2S(=O)(=O)c2cccs2)cc(OC)c1OC (centres undefined)
    -11, -7, 0, -3, -0.4, -2, 0.3, -4, 3

More compounds follow.
Compound	ZTA counter	EBNA-1 inhibitor	TPT1 inhibitor	PP1 inh	PP5 primary	PREPL inhibitor	Efflux pump inh	Fh CTSL1 inh	HCV core dimer
Cc1cc(O)c(/C=N/Nc2ccc(Cl)cc2)c(=O)o1	-13	2	-2	1	0.1	2	-0.1	1	-33
Cc1ccc(Sc2ccc(NC(=O)c3ccc(S(C)(=O)=O)cc3Cl)cc2)cc1	20	-1	-2	0	1.8	3	0.2	1	34
CC(=Nc1ccccc1)c1sc2ccccc2c1O	8	1	31*	1	1.9	9	-0.1	4	-2
CC(CCC(C)OC(=O)c1ccccc1C(=O)O)OC(=O)c1ccccc1C(=O)O (centres undefined)	-19	0	-2	0	0.8	9	0.8	-6	-9
COc1cccc(-c2nnc(-c3ccc(C(F)(F)F)cc3)o2)c1OC	20	1	2	4	3.8	1	0.0	4	0
O=c1[nH][nH]cc1C=NCc1cccnc1	2	-8	-1	-4	2.8	-7	0.1	-2	-2
COc1cccc(C2C(=O)c3ccccc3C2=O)c1	0	-7	-2	-7	0.6	0	0.0	-2	-6
CCCCOc1ccc(NC(=O)CSc2nnnn2C)cc1	9	5	-1	-2	1.0	-1	-0.1	0	-11
O=C(c1cc2nc(-c3ccc(Cl)cc3)cc(C(F)(F)F)n2n1)N1CCOCC1	-9	-13	-5	2	1.9	3	0.2	-4	-5
COc1cccc(Nc2nc3ccc(OC)cc3s2)c1	9	8	-3	0	2.0	40	-0.1	2	-2
Cc1cc(C)n(CC2CC(=O)N(c3ccc(Cl)c(Cl)c3)C2=O)n1 (centres undefined)	9	1	1	-2	3.8	2	0.0	-1	-12
Cc1c(Cl)cccc1N(Cc1ccc(C(=O)O)cc1)S(=O)(=O)c1ccccc1	2	2	-1	-1	-2.8	-2	0.1	4	11
O=C(N/N=C/c1cc([N+](=O)[O-])ccc1O)NC12CC3CC(CC(C3)C1)C2	14	4	-2	20*	5.1	5	0.2	2	-6
CS(=O)(=O)Nc1cccc(C2=NN(C(=O)c3ccccc3Cl)C(c3ccccc3O)C2)c1 (centres undefined)	8	-6	0	1	4.5	-2	0.0	1	4
COc1cc(CNCc2ccccn2)ccc1OCc1ccc(Cl)cc1	-4	0	-1	-2	-2.0	30	0.2	-2	3

Looked up by compound from above (2):
Compound	ZTA counter	EBNA-1 inhibitor	TPT1 inhibitor	PP1 inh	PP5 primary	PREPL inhibitor	Efflux pump inh	Fh CTSL1 inh	HCV core dimer
CC(=Nc1ccccc1)c1sc2ccccc2c1O	8	1	31*	1	1.9	9	-0.1	4	-2
Cc1ccc(Sc2ccc(NC(=O)c3ccc(S(C)(=O)=O)cc3Cl)cc2)cc1	20	-1	-2	0	1.8	3	0.2	1	34

(listing goes on)
Compound	ZTA counter	EBNA-1 inhibitor	TPT1 inhibitor	PP1 inh	PP5 primary	PREPL inhibitor	Efflux pump inh	Fh CTSL1 inh	HCV core dimer
Cn1cc(S(=O)(=O)NC2CCCC2)c(=O)n(C)c1=O	0	14	0	-3	5.8	-7	0.1	5	2
CC1CCCC(C)N1S(=O)(=O)c1ccc(NC(=O)CCn2cnc3ccccc3c2=O)cc1 (centres undefined)	-9	48*	-5	4	4.5	11	-0.2	0	-1
CCOC(=O)c1c(C)[nH]c(C)c1S(=O)(=O)NCC1CCN(Cc2cccc(Cl)c2)CC1	3	3	4	-4	3.3	17	-0.2	2	4
CC(Sc1ccccc1)C(=O)N1CCN(S(=O)(=O)c2ccccc2C(F)(F)F)CC1 (centres undefined)	-5	3	4	1	1.3	13	-0.3	0	4
CCCCN(C)C(=O)Cn1nc(Cc2ccncc2)c2ccccc2c1=O	0	-2	1	-2	0.8	10	0.1	-1	0
CCc1ccccc1NC(=O)CSc1nc2n[nH]c(C)c2c(=N)n1-c1cccc(OC)c1	8	5	-2	-1	1.4	33	0.4	3	9
Cc1ccc(C)c(NC(=O)CCc2nnc3ccc(NCc4ccco4)nn23)c1	9	10	2	-1	-0.1	4	-0.3	0	15
COc1ccc(O)c(C(c2c(C)[nH][nH]c2=O)c2c(C)[nH][nH]c2=O)c1	21	-2	-2	-4	1.7	14	0.1	2	1
COc1ccc(CNC(=O)Cn2cc(C(F)(F)F)ccc2=O)cc1	-12	-13	1	3	-0.1	-7	0.8	-6	-2
CCOC(=O)c1cccc(NC(=O)c2c(N)n(C)c(=O)[nH]c2=O)c1	-13	-1	-1	-4	1.6	-2	0.1	-1	-4
COc1ccc(-c2csc(NC(=O)C3CCCCN3S(=O)(=O)c3ccccc3)n2)cc1 (centres undefined)	0	1	0	6	3.2	0	0.1	0	5
COC(=O)c1ccc(C23CC4(C2)[C@H](CN(C)[C@@H]4c2ccccc2)C3c2ccccc2)cc1 (some centres undefined)	4	0	-1	-4	-7.5	-26	0.1	5	-21
NC(=O)C1(N2CCCCC2)CCN(c2nc(-c3ccccc3)cs2)CC1	-8	-8	2	2	3.0	10	0.2	-2	-3
COC(=O)[C@]1(C)CCC[C@@]2(C)C3CC[C@]4(OC(C)=O)C[C@@]3(CCC21)CC4=O (some centres undefined)	3	/	/	0	-0.6	-2	0.2	/	/
CCCN(CCC)c1nc(N(CCC)CCC)[nH]c(=O)n1	-11	-4	-4	-1	0.9	0	0.3	1	-4

Next entries follow:
Compound	ZTA counter	EBNA-1 inhibitor	TPT1 inhibitor	PP1 inh	PP5 primary	PREPL inhibitor	Efflux pump inh	Fh CTSL1 inh	HCV core dimer
COc1ccc(OC)c(CCNC(=O)C(C)n2nc(C)c3c(C)n(-c4ccccc4)nc3c2=O)c1 (centres undefined)	-3	-4	-1	4	3.0	15	0.0	-1	-11
CCOc1ccc(N(Cc2cc3cc(C)ccc3[nH]c2=O)S(=O)(=O)c2ccccc2)cc1	7	14	0	-1	-2.0	-11	-0.7	4	10
CCn1c(/N=C/c2ccccc2O)nc2ccccc21	8	1	0	-3	0.2	-1	0.0	1	7
COc1ccc(C(=O)NCCN2CCCC2)cc1[N+](=O)[O-]	2	0	3	-2	0.0	-3	0.0	0	-2
N#Cc1c(NC(=O)CSc2ccccn2)oc(-c2ccccc2)c1-c1ccccc1	7	12	-1	7	-1.2	-16	-0.3	1	29
Cc1nc(-c2ccc(Br)cc2)ccc1C(=O)O	-14	5	-2	2	0.7	-4	0.1	-2	0
O=C(NC1CCc2ccccc21)c1cc(COc2ccc(F)cc2Cl)on1 (centres undefined)	-12	-4	-2	2	0.1	11	-0.1	2	0
CCCn1c(-c2cccc(F)c2)nc2c1c(=O)[nH]c(=O)n2Cc1ccccc1	-14	-4	-1	5	2.9	-8	0.0	2	-3
CCOC(=O)Cc1csc(NC(=O)c2cccc(Cl)c2)n1	6	7	-2	-2	-2.2	4	0.0	1	-2
O=C(COc1ccccc1[N+](=O)[O-])Nc1cccc(S(=O)(=O)NC2=NCCCCC2)c1	4	4	-1	-2	-0.9	6	0.1	1	4
Cn1ncc([N+](=O)[O-])c1C(=O)Nc1cccc2ccccc12	-14	9	-2	-1	1.6	-5	0.0	-2	1
COc1ccc(OC)c(-n2nnnc2SCC(=O)Nc2ccccc2OC)c1	-18	-7	-5	1	2.4	5	-0.1	-2	-2
CCOc1ccc(NC(C)=O)cc1[N+](=O)[O-]	-6	-6	-5	0	-2.4	-2	0.0	1	5
Cc1ccccc1-c1nc(CS(=O)(=O)CC(=O)N2CCc3ccccc32)c(C)o1	16	9	0	1	-0.6	-38	-0.1	0	13
CC(C)C(=O)N1CCN(c2ccccc2N)CC1	16	8	1	-1	-1.8	6	-0.1	0	12

Other records follow:
Compound	ZTA counter	EBNA-1 inhibitor	TPT1 inhibitor	PP1 inh	PP5 primary	PREPL inhibitor	Efflux pump inh	Fh CTSL1 inh	HCV core dimer
COc1ccc(C(=O)CN2C(=O)NC3(CCCCC3)C2=O)cc1OC	-9	-16	1	-3	0.8	-13	0.1	2	-3
COC(=O)c1cc(NC(=O)CC2Oc3ccccc3NC2=O)cc(C(=O)OC)c1 (centres undefined)	6	6	0	-3	-0.6	1	0.0	-2	-1
c1ccc(-n2ncc3c(NCc4ccco4)ncnc32)cc1	-10	-6	-3	-2	1.9	-2	-0.4	-1	2
O=S(=O)(Nc1ccc2c(c1)CCC2)c1cccs1	-6	-4	14	-2	1.5	-3	-0.2	-2	2
Cc1ccccc1NC(=O)Cn1nc(-c2ccccc2)nc1-c1ccccc1	-3	-16	-4	2	-0.7	6	0.0	0	-2
O=C(NCc1ccc(F)cc1)C(c1ccco1)N(C(=O)c1csnn1)C1CC1 (centres undefined)	-17	10	0	2	1.8	6	-0.1	-5	-2
Cc1c(NC(=O)Cn2ccc([N+](=O)[O-])n2)c(=O)n(-c2ccccc2)n1C	-9	-6	1	-3	1.2	11	0.5*	0	5
COc1ccc(OCC(=O)NN2Cc3ccccc3C2=N)cc1	2	9	-5	0	0.2	18	-0.1	3	-6
COc1ccccc1NC(=O)Cc1noc(CSc2cc(C)c3ccccc3n2)n1	8	0	1	4	1.7	1	-0.2	6	7
Cc1noc(C)c1S(=O)(=O)N1CCC(C(=O)Nc2ccccn2)CC1	8	9	-2	-7	-4.4	-1	-0.2	-1	4

Screening results from PubChem.

A portion of the library; rates above refer to the full screens.
